HEK293 tox: cytotoxic in the GLP-1 receptor inverse agonist counter-screen. 0.13% of 410,000 active. HEK293 cAMP-luciferase reporter cells, luminescence, 24 h. Potency, µM (top dose mostly 38.3 µM), inactives show top-dose activity change, negative = inhibition, most hits filed as inhibitors;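 further: loss of luciferase light is scored as toxicity; potency means the concentration at half of the fitted maximal effect; on the % scale 0 is the no-effect control and ±100 the full control effect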
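Here, cytotoxicity is scored as loss of luminescence. The MLSMR collection was tested on cells seeded in medium containing 10% Nu serum, with a 24 hr compound exposure preceded by 12 hours of culture.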
HT1080 IDH1KD tx: toxicity to HT-1080 IDH1 knockdown cells (counter line) | HT-1080 IDH1 knockdown viability, ATP luminescence, 48 h | Potency, µM (doses to about 46.1 µM), inactives show top-dose activity, negative = toxicity, usual class: cytotoxic | 2% of 360,000 active | AID 686971;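 further: potency means the concentration at half of the fitted maximal effect; 0% = DMSO wells and -100% = cell-free medium wells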
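Luminescent ATP read-out (CellTiter-Glo, 10 min at room temperature) after 48 h compound exposure at 37 °C gave viability of IDH1-knockdown HT-1080 cells. Activity was normalised to DMSO and cell-free wells, then fitted as concentration-response curves.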
D3 ag: agonists of human D3 dopamine receptor | max activation, % | D3R DiscoveRx beta-arrestin cells, luminescence, 90 min | 0.58% of 410,000 active | AID 652048 | P35462; in the data active means max activation above about 30%; further: 0% is about no effect; mostly tested at two doses, the higher about 12 µM
Target sequence (P35462 whole entry, looked up): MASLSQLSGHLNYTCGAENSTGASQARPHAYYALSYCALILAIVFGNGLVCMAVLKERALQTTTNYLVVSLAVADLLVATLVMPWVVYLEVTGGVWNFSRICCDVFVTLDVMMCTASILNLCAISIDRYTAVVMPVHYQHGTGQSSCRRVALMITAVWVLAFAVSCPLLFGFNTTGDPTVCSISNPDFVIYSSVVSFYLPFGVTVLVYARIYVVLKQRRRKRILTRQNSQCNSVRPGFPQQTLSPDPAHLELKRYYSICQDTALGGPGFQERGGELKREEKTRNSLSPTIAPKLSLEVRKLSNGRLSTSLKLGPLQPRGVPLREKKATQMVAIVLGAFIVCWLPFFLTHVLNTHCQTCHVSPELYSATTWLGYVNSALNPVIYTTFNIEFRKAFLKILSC
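Agonist-mode cell screen: cells plated at 1500/well and incubated overnight at 37 °C, then exposed to library compounds for 90 min at 37 °C. Detection reagent was added for 30–60 min at room temperature, and luminescence was read.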
KB-3-1 cytotox: kills parental KB-3-1 adenocarcinoma cells; KB-3-1 viability, CellTiter-Glo ATP luminescence, 72 h; Potency, µM (series often up to 46.1 µM), for inactives: top-dose activity change, negative = cytotoxic, most hits filed as cytotoxic; 1.4% of 400,000 active; further: potency means the concentration at half of the fitted maximal effect; on the % scale 0 is the no-effect control and ±100 the full control effect; nearly all actives have a fitted effect of over 60% in size
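KB-3-1 parental drug-naive adenocarcinoma cells in DMEM/10% FBS, incubated 72 h at 37 C with pin-transferred compounds across a concentration series. Viability by CellTiter-Glo luminescence; concentration-response curves fitted after normalization.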
SW480 rerep: DNA re-replication induction in SW480 cells; 1.8% of 340,000 active; SW480 DNA re-replication, Hoechst DNA content imaging, 48 h; Potency, µM (series often up to 46.1 µM), inactives show at the highest dose re-replication activation, actives largely listed as activators; further: potency means the concentration at half of the fitted maximal effect; % of control where 0% means no effect; nearly all actives have a fitted effect of over 55% in size
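Compounds, transferred as 23 nL by pin tool, were incubated with cells for 48 hr; DNA content per nucleus was then quantified by Hoechst staining and fluorescence plate imaging.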
IL-1B inflam inh: blocks inflammasome-driven IL-1 beta release | AID 743279 | activity change, % at 57.5 µM | THP-1 LPS/ATP IL-1B secretion, AlphaLISA, 16 h; stronger effect = lower value | 4.7% of 360,000 active; in the data active means activity change below about -50%; inconclusive means mostly about -30% to -49%; further: on the % scale 0 is the no-effect control and ±100 the full control effect
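Secreted IL-1B measured by AlphaLISA bead assay after 16 h compound exposure of THP-1 cells; compounds (final up to 57.5 uM) added 1 h before LPS (250 ng/mL) and ATP (1.25 mM) stimulation; lower signal means less secretion.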
HT1080-NT tox: kills 2HG-producing HT-1080-NT fibrosarcoma cells; HT-1080-NT fibrosarcoma viability, CellTiter-Glo ATP luminescence, 48 h; Potency, µM (series often up to 46.1 µM), for inactives: top-dose activity, negative = less viability, most hits filed as cytotoxic; 1.6% of 360,000 active; AID 686970;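 further: NT is the 2HG producing partner of a matched IDH1 knockdown line; potency means the concentration at half of the fitted maximal effect; 0% = DMSO-treated cells and -100% = media-only wells without cells; nearly all actives have a fitted effect of over 55% in size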
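HT-1080-NT; 750 cells/well; 5% FBS RPMI; 48 h compound, 37 degrees C; CellTiter-Glo luminescence; curve fitting and curve-class assignment.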
MCF10A rereplic: DNA re-replication induction in MCF 10a cells. MCF 10A DNA re-replication, Hoechst nuclear intensity, 48 h. Potency, µM (highest dose often 46.1 µM), for the others: at the highest dose activity, positive = re-replication, hits mostly activators. 2.9% of 350,000 active; further: potency means the concentration at half of the fitted maximal effect; % of control where 0% means no effect; nearly all actives have a fitted effect of over 50% in size
KB-V1 cytotox: KB-V1 MDR subline cytotoxicity; 3.4% of 400,000 active; KB-V1 MDR cells viability, CellTiter-Glo, 72 h; Potency, µM (doses to about 46.1 µM), inactives show top-dose activity change, negative = cytotoxicity, most hits filed as cytotoxic; further: potency means the concentration at half of the fitted maximal effect; on the % scale 0 is the no-effect control and ±100 the full control effect; nearly all actives have a fitted effect of over 60% in size
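KB-V1 MDR subline cells in DMEM (phenol-red free, 10% FBS) exposed to compounds in qHTS concentration series for 72 h at 37 degrees C. Viability read by CellTiter-Glo luminescence; concentration-effect curves fitted after normalization and correction.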
* = called active by the depositor; ? = inconclusive; · = not tested or not shown; [ ] = remark or other dose. Unless noted, the call rests on the fitted dose curve; in most records, active means well fitted curve in the direction sought with a large enough effect; inconclusive means small, poorly fitted or top-dose-only effect, or another doubt; inactive means no such curve, though single readings can be large; an effect the other way counts as inactive or inconclusive. Random draw from the library, and some 11% of all compounds hit somewhere here.

SMILES	HEK293 tox	HT1080 IDH1KD tx	D3 ag	KB-3-1 cytotox	SW480 rerep	IL-1B inflam inh	HT1080-NT tox	MCF10A rereplic	KB-V1 cytotox
CCCCSc1nc(-c2ccc(OC)cc2)ccc1C#N	5%	·	1	-20%	·	·	·	·	?
Cc1ccc(CN(C(=O)c2ccco2)C2CCS(=O)(=O)C2)cc1 (stereo not drawn)	8%	1%	-2	1%	0%	0	4%	3%	9%
Cc1cccc(NC(=O)c2cc3ccccc3o2)c1	2%	-19%	-35	?	-5%	-21	3%[9.24 µM]	-2%	0%
COc1cc(OC)nc(NC(=O)CSc2nc3ccccc3o2)n1	-3%	49%	1	3%	-6%	2	-3%	3%	6%
COc1ccc(OC)c(NC(=O)Cn2cc(C(=O)c3ccco3)c3ccccc32)c1	-17%	0%	-4	-19%	-2%	-21	-10%	4%	23µM*
N/C(=N\OC(=O)c1ccc(Cl)cc1)c1cccnc1	-4%	28%	8	1%	-4%	5	11%	-1%	?
Cc1cc(NC(=O)CCC(=O)N(CCC(C)C)C(C(=O)NC2CCCC2)c2cccnc2)no1 (stereo not drawn)	-7%	0%	-7	0%	1%	-5	-1%	1%	5%
Cc1cc(NC(=O)COC(=O)c2c(C)noc2C)ccc1Br	-7%	-19%	-18	1%	-14%	8	-19%	-42%[inhibitor]	-2%
CCOC(=O)N1CCN(C(=O)c2cc3c(ccc4ccccc43)oc2=O)CC1	8%	-9%	-3	3%	-13%	-27	-8%	-5%	-9%
C=CCN1C(=O)S/C(=C/c2ccsc2)C1=O	3%	-2%	-2	13%	-6%	-1	4%	-2%	?
Cc1cc(C(=O)NNC(=S)NC2CCCCC2)cs1	2%	-3%	-18	9%	4%	2	2%	-3%	-21%
CC(C)CN(C(=O)CN1CCN(c2ccc(O)cc2)CC1)c1c(N)n(CC(C)C)c(=O)[nH]c1=O	-5%	3%	5	13%	-2%	0	1%	4%	-7%
CCNC(=O)N(C)C[C@H]1N[C@@](CC)(C(=O)OC)[C@H]2C(=O)N(Cc3ccccc3)C(=O)[C@@H]12	1%	2%	-11	7%	-5%	17	6%	?	1%
CCCc1nc2ccccc2[nH]1	-20%	5%	4	-6%	-11%	24	1%	6%	0%
CC(C)(C)N(Cc1ccccc1)C(=O)COC(=O)Cn1[nH]c(=O)c2ccccc2c1=O	5%	6%	9	2%	·	2	0%	·	3%
CC(C(=O)O)n1nc2ccccc2n1 (stereo not drawn)	-8%	3%	4	-5%	-10%	21	16%	0%	14%
CCOc1ccc(CNC(=S)Nc2ccccc2)cc1Cl	-27%	-31%	2	-9%	-2%	-79*	-6%	-8%	-8%
C=CC(=O)Nc1ccc(N(C)c2ccnc(Nc3ccc(N4CCN(C)CC4)cc3)n2)cc1	?	-22%	-36	-8%	?	-77*	-28%	?	?
COCCCNCCCOc1ccc(Cl)cc1C(C)(C)C	?	21µM*	-40	?	?	-89*	?	?	26µM*
N/C(=N\OC(=O)N1CCOCC1)c1ccc(Br)cc1	?	-19%	-1	-16%	?	-21	?	?	21µM*
O=C(Nc1ccc2c(c1)OCCO2)C1CCCN1S(=O)(=O)c1ccc(Cl)cc1 (stereo not drawn)	6%	6%	1	15%	0%	0	-1%	19%	-13%
Cc1ccc(NC(=O)COC(=O)c2ccccc2Nc2ccccc2)cc1	-16%	?	1	7%	-4%	0	-29%	-4%	0%
CCN(CC)C(=O)c1ncn2c1C(=O)N(C)CC2	0%	21%	-8	-2%	·	-20	5%	·	0%
Cc1ccc(C(C(=O)NC2CCCCC2)N(C(=O)c2csnn2)C2CCCC2)o1 (stereo not drawn)	0%	1%	0	-5%	-1%	-10	1%	-2%	?
O=C(CSc1nc2ccccc2c(=O)n1CC1CCCCC1)N1CCOCC1	-3%	-7%	-13	-14%	0%	-24	-5%	26%	-7%
SMILES	HEK293 tox	HT1080 IDH1KD tx	D3 ag	KB-3-1 cytotox	SW480 rerep	IL-1B inflam inh	HT1080-NT tox	MCF10A rereplic	KB-V1 cytotox
Cc1nn(C)cc1C(C(=O)NC1CCCCC1)N(C(=O)c1cnccn1)c1ccc(Oc2ccccc2)cc1 (stereo not drawn)	-12%	11%	-2	0%	1%	2	5%	1%	8%
Cc1nn(C(C)C(=O)NCCc2ccccc2)c(=O)c2cc3occc3n12 (stereo not drawn)	-19%	8%	-12	0%	-9%	0	18%	2%	-11%
COc1ccc([N+](=O)[O-])cc1NC(=O)c1ccc(N(Cc2ccccc2Cl)S(C)(=O)=O)cc1	-16%	-6%	4	-5%	·	0	-1%	-1%	-29%
O=C(CCCCCn1c(=O)[nH]c2ccccc2c1=O)NCCc1ccccc1	3%	·	-12	-13%	·	·	·	·	-15%
Cc1ccc(-c2nc3ccc(C(=O)O)cc3nc2-c2ccc(C)cc2)cc1	14%	-2%	4	2%	0%	31	6%	28%	0%
Cc1ccccc1N=Cc1cc2c(cc1O)OC(N)=C(C#N)C2c1ccccc1 (stereo not drawn)	14%	-8%	4	-28%	?	14	-17%	18µM*	?
COc1ccc(NC(=S)/N=C(\N)Nc2nc(C)c3ccc(C)cc3n2)cc1	-8%	-8%	4	?	-1%	0	-9%	-4%	0%
CC1CCC2(CC1)NC(=O)c1ccccc1O2 (stereo not drawn)	6%	-5%	-2	-12%	1%	32	-1%	-8%	0%
Cc1cccc(C)c1NC(=O)C1(NC(=O)C2CCCN2C(=O)OC(C)(C)C)CCCCC1 (stereo not drawn)	-13%	23%	1	6%	1%	-10	11%	18%	?
CC(=O)c1ccc(N(CC(=O)NCC2CCCO2)C(=O)CCC(=O)Nc2cc(C)on2)cc1 (stereo not drawn)	7%	-3%	-25	-3%	-5%	-7	-5%	-7%	1%
C/C(=N\S(=O)(=O)c1ccc(C)cc1)N1CCN(S(=O)(=O)c2ccccc2)C1	-13%	-17%	-2	-2%	-2%	-8	2%	5%	?
CCOC(=O)c1nn(-c2ccc(Cl)cc2)c2nnc(Cc3ccc(C)cc3)c(=O)n12	13%	1%	4	-9%	-158%[inhibitor]	-11	8%	0%	?
COc1ccccc1OCCNC(=O)c1cccc(S(=O)(=O)N2CCN(Cc3ccccc3)CC2)c1	-12%	-12%	-8	-5%	-1%	-23	-12%	1%	2%
O=C(CSc1nnc(Cc2cc(=O)[nH]c(=O)[nH]2)n1-c1ccc(F)cc1)N1CCCCC1	-8%	6%	2	-13%	-2%	16	4%	-5%	?
COCCCNC(=O)C1CC(=O)N(Cc2ccc(OC)cc2)C1 (stereo not drawn)	1%	2%[9.24 µM]	1	7%	-1%	15	0%	-7%	0%
COc1ccc(C(O)P(=O)(OC(C)C)OC(C)C)c(OC)c1 (stereo not drawn)	4%	-1%	1	9%	-1%	3	1%	0%	12%
C[C@@H]1CN([C@@H](C)CO)S(=O)(=O)c2ccc(Br)cc2O[C@H]1CN(C)Cc1ccncc1	6%	11%	-5	19%	·	-27	-4%	·	-14%
COCOc1ccc(C=O)c(OCOC)c1	2%	-6%	-7	0%	-11%	13	-1%	-4%	-1%
COc1ccc(NC(=O)COC(=O)c2ccc(-n3nc(C)cc3C)cc2)cc1OC	-7%	-3%	8	-3%	4%	49	1%[9.24 µM]	2%	20%
CCOc1ccc(CN2CCN(CCCc3ccccc3)C(CCO)C2)cc1 (stereo not drawn)	2%	-8%	-16	-6%	?	?	2%	?	-12%
CCCCNC(=O)CCSc1ccc(C)cc1	-6%	5%	-8	4%	-10%	34	5%	8%	-3%
O=C(Oc1ccc(Br)cc1C(=S)N1CCOCC1)c1cccc([N+](=O)[O-])c1	-4%	-3%	-4	?	-2%	-10	-8%	2%	-4%
Cc1ccc(CN2CCCn3nc(C(=O)NCc4ccc(N(C)C)cc4)cc3C2=O)cc1	1%	·	10	?	·	·	·	·	?
O=C(CNS(=O)(=O)c1ccccc1)NCC(=O)OCc1ccc(Br)cc1	7%	11%	-1	2%	-73%[inhibitor]	8	3%	?	2%
O=C(Cc1ccc([N+](=O)[O-])cc1)Nc1ccc(Br)cn1	-1%	-4%	-4	4%	-2%	-17	-9%	-13%	?

Five entries from above, as comma-separated lines:
SMILES,HEK293 tox,HT1080 IDH1KD tx,D3 ag,KB-3-1 cytotox,SW480 rerep,IL-1B inflam inh,HT1080-NT tox,MCF10A rereplic,KB-V1 cytotox
O=C(CCCCCn1c(=O)[nH]c2ccccc2c1=O)NCCc1ccccc1,3%,·,-12,-13%,·,·,·,·,-15%
Cc1ccc(-c2nc3ccc(C(=O)O)cc3nc2-c2ccc(C)cc2)cc1,14%,-2%,4,2%,0%,31,6%,28%,0%
Cc1ccccc1N=Cc1cc2c(cc1O)OC(N)=C(C#N)C2c1ccccc1 (stereo not drawn),14%,-8%,4,-28%,?,14,-17%,18µM*,?
COc1ccc(NC(=S)/N=C(\N)Nc2nc(C)c3ccc(C)cc3n2)cc1,-8%,-8%,4,?,-1%,0,-9%,-4%,0%
CC1CCC2(CC1)NC(=O)c1ccccc1O2 (stereo not drawn),6%,-5%,-2,-12%,1%,32,-1%,-8%,0%

Next section:
SMILES	HEK293 tox	HT1080 IDH1KD tx	D3 ag	KB-3-1 cytotox	SW480 rerep	IL-1B inflam inh	HT1080-NT tox	MCF10A rereplic	KB-V1 cytotox
COc1ccc2nc(SCC(=O)Nc3cc(C)on3)[nH]c2c1	-8%	14%	-10	?	0%	22	4%	1%	-22%
Cc1noc(/C=C/N(C)C)c1S(=O)(=O)NC1CCCCC1	55%[activator]	?	0	?	-4%	-3	?	?	10%
CN(C)c1nc(-c2ccccc2)nnc1C(F)(F)F	0%	5%[9.24 µM]	3	5%	-5%	32	4%	-2%	-9%
OC(CN=c1sc2ccccc2n1CC(O)COc1ccccc1)COc1ccccc1 (stereo not drawn)	?	?	25	?	21%	?	?	?	?
CNS(=O)(=O)c1cccc(C(=O)OCC(=O)NC2CCCC2)c1	-4%	6%	4	11%	-14%	4	9%	-11%	14%
O=C(/C=C/c1ccco1)OCc1nnc(-c2ccccc2)o1	-9%	4%	5	0%	-11%	17	3%	-3%	9%

Source: PubChem (National Center for Advancing Translational Sciences (NCATS))
